# Compound activity from PubChem BioAssay.
# CHO-K1 Ca antag: counter-screen for M1 antagonists: effect in parental CHO-K1 cells. ATP-induced calcium, Fluo-8 fluorescence. AID 602250. inhibition, % at 3 µM. 0.6% of 360,000 active;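 active means inhibition above a per-plate cutoff, the plate's mean sample inhibition plus 3 SD, cut at about 24% in these data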;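 further: 0% = DMSO plus EC80 ATP and 100% = DMSO alone without ATP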
# CHO parental Ca: signal in parental CHO cells, OX1R antagonist counter-screen; 0.63% of 330,000 active; inhibition, % at 5.6 µM; parental CHO-K1, ATP-induced calcium, Fluo-8 fluorescence;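 active means inhibition above that plate's mean sample inhibition plus 3 SD, cut at about 26% in these data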;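 further: 0% = ATP-challenged DMSO wells and 100% = DMSO wells without ATP; some compounds past the cut are filed as inactive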
#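 Test system: untransfected parental CHO cell line. Compound: one dose, 5.6 µM nominal. Detection: intracellular calcium via Fluo-8 no-wash fluorescent dye. Measure: % inhibition. Benchmarks: ATP-challenged DMSO wells low, unchallenged DMSO wells high.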
# CHO-K1 Ca PAM: counter-screen for M1 PAMs: effect in parental CHO-K1 cells. ATP EC20, Fluo-8 calcium fluorescence; 0% at ATP EC20, 100% at ATP max. activation, % at 3 µM. 0.02% of 360,000 active. AID 602247;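 active means activation above the run cutoff, the mean activation of all test compounds plus 3 SD, cut at about 40% in these data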;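 further: peak over basal fluorescence ratio in a 140 s read after ATP addition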
# M1 antag: human CHRM1 antagonism; AID 588852; CHO-K1 hM1, Fluo-8 calcium fluorescence, ACh EC80 antagonist; inhibition, % at 3 µM; P11229; 1.3% of 360,000 active;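 active means percent inhibition above its own plate's cutoff, namely the mean of that plate's compound wells plus 3 SD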;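 further: peak over basal fluorescence ratio during 140 s after agonist addition; 0% = ACh EC80 plus DMSO and 100% = DMSO alone without agonist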
# Target sequence (P11229 whole entry, looked up): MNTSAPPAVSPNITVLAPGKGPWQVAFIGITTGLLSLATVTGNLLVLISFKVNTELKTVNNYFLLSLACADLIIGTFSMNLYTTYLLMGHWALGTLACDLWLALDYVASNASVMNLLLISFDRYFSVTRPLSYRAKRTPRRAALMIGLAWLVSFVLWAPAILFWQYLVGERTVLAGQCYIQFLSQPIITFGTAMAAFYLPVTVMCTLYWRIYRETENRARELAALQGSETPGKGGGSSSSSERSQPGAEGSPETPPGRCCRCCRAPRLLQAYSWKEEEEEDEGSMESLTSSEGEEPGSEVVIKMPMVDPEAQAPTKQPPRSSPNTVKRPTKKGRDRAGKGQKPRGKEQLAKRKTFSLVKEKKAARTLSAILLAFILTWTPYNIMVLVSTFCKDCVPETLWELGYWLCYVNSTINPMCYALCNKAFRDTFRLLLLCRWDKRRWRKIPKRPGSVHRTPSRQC
# M1 ag: human M1 muscarinic receptor agonism | CHO-K1 hM1, Fluo-8 calcium fluorescence, agonist mode; 0% DMSO, 100% acetylcholine EC100 | P11229 | activation, % at 3 µM | AID 588814 | 0.33% of 360,000 active;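 active means activation above the run's mean compound activation plus 3 SD, cut at about 16% in these data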;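 further: peak over basal fluorescence ratio within a 140 s kinetic read after compound addition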
# CHO-K1 Ca ag: counter-screen for M1 agonists: effect in parental CHO-K1 cells; Fluo-8 calcium fluorescence; scaled to maximal ATP response, vehicle zero; activation, % at 3 µM; 0.48% of 360,000 active; AID 602248; in the data active means activation above about 15%;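 further: untransfected CHO-K1 host cells lacking M1 receptor as counterscreen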
# OXTR potentiate: human OXTR potentiation | P30559 | CHO-OTR cells, Fluo-8 calcium fluorescence, potentiator mode; 0% = oxytocin EC15, 100% = EC100 | activation, % at 3 µM | 0.061% of 320,000 active;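 active means activation above that plate's cutoff, the mean activation of tested compounds plus 3 SD, cut at about 6.6% in these data, passing the limit was not always enough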;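 further: 100% uses oxytocin at 75 nM as the full agonist control; some results filed as inactive read as strong as hits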
#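 System: human OTR in CHO cells / Also added: sub-maximal oxytocin, roughly EC15 / Control set: EC15 oxytocin low, 75 nM oxytocin high / Schedule: 6 min compound pre-incubation at room temperature, 100 s kinetic read / Compound: single-point 3.0 µM / Replication: singlicate / Technique: Fluo-8 calcium dye fluorescence / Read-out basis: % activation of max/min ratio relative to oxytocin controls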
# TAAR1 antagonist: antagonists of human TAAR1. Q96RJ0. CHO RD-HGA16 TAAR1, Fluo-8 calcium fluorescence, antagonist. inhibition, % at 3 µM. 1.5% of 360,000 active. AID 624466;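 active means inhibition above a per-plate cutoff, the mean inhibition of test compounds on that plate plus 3 SD, cut at about 49% in these data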;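 further: 0% = DMSO plus EC80 beta-PEA response and 100% = DMSO alone without agonist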
# Target sequence (Q96RJ0 whole entry, looked up): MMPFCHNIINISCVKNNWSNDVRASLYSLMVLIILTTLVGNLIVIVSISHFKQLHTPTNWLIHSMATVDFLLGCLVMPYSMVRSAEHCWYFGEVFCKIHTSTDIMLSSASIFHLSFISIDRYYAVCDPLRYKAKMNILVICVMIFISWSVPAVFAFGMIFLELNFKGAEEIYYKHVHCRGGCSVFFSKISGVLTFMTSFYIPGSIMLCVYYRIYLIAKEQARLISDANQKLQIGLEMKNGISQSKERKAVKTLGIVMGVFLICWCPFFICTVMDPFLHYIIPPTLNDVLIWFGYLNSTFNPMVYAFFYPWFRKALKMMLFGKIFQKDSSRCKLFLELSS
#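 Test system: RD-HGA16 CHO cells with stable hTAAR1 and Gα16 / Probe or stimulus: EC80 β-phenethylamine stimulus / Times: seeding 17-24 h prior, 75-min 37 °C, 30-min RT dye loading / Detection: Fluo-8 calcium-sensitive fluorescence / Read-out basis: % inhibition scaled between DMSO and EC80 PEA controls / Repeats: singlicate, one well per test compound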
# TAAR1 agonist: agonists of human TAAR1; 0.99% of 360,000 active; Q96RJ0; activation, % at 3 µM; CHO RD-HGA16 TAAR1, Fluo-8 calcium fluorescence; vehicle wells 0%, saturating PEA agonist 100%;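 active means activation above the mean activation of all test compounds in the run plus 3 SD, cut at about 38% in these data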
#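 Benchmarks: low control DMSO, high control PEA (EC100); System: CHO RD-HGA16 cells carrying human TAAR1 plus Gα16; Detection: Fluo-8 fluorescence, 5 s baseline then 140 s kinetic read; Schedule: 17-24 h plating, Fluo-8 75 min 37 °C, 30 min RT; Read-out basis: % activation from peak over basal fluorescence ratio, DMSO-to-PEA scaled.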
# Active calls of the source: *; x = not tested or not shown. An unsorted share of the library; overall some 4.2% were active at least once.
Compound	OXTR potentiate	CHO parental Ca	CHO-K1 Ca PAM	TAAR1 antagonist	M1 ag	M1 antag	CHO-K1 Ca ag	CHO-K1 Ca antag	TAAR1 agonist
O=c1ccc(Oc2nc(N3CCOCC3)nc(N3CCOCC3)n2)nn1-c1ccccc1	-3	-12	6	9	-4	-8	0.1	-9	0
CC1CCN(CCCNC(=O)Cn2ncc3c([nH]c4ccccc43)c2=O)CC1	-6	-3	-5	-8	-4	-15	0.6	-9	3
Cc1c(NC(=O)c2ccc([N+](=O)[O-])o2)cccc1-c1nc2ncccc2o1	-14	-15	-24	13	-4	1	0.8	0	2
Cc1oc2ccc(O)cc2c1C(=O)OC(C)C	2	-13	8	-16	-5	0	-0.5	-10	0
Cn1c(CSc2ncccn2)nnc1SCC(=O)N1CCCc2ccccc21	-9	-13	15	13	-7	8	0.6	-31	5
CSc1nc2sc3c(c2c(=O)n1C1CCCCC1)CCN(C)C3	-1	-4	7	12	-6	29*	0.8	-7	8
CSc1nc2sc3c(c2c(=O)n1CC(C)C)CC(C)(C)OC3	3	-23	12	-36	-1	-8	0.5	-6	3
CCOC(=O)c1c(C)[nH]c(C)c1C(=O)COC(=O)Cc1ccc(OC)c(OC)c1	1	-10	14	-11	3	-12	3.7	-11	1
O=C(CCc1ccc(O)cc1)c1c(O)cc(O)cc1O[C@@H]1O[C@H](CO)[C@@H](O)[C@H](O)[C@H]1O	-6	-2	12	-9	1	-29	0.7	-9	1
COc1ccc2c(c1)[C@H]1[C@H](CO2)[C@H](c2ccccc2)[C@]2(C)C(=O)Nc3cc(OC)c(OC)cc3C(=O)N12	-8	1	-2	26	-5	6	1.3	20	3
O=C(Nc1ccccc1)Oc1cccc(Br)c1	-1	-1	-28	12	0	-1	1.8	21	5
COCCN1C(=O)N(c2cccc(OC)c2)C(=O)C1CC(=O)Nc1ccc(Cl)cc1 (stereo not given)	-1	-11	0	-3	-2	-2	0.5	-7	7
CC(=O)c1cccc(NC(=O)NCc2ccccn2)c1	-6	-15	11	x	-2	-14	0.0	4	x
O=C(N/C(=C\c1ccc([N+](=O)[O-])cc1)C(=O)N1CCCCC1)c1ccco1	-4	4	23	10	-2	-16	1.5	-16	0
COc1ccc(OC)c(NC(=O)c2c3c(nc4ccccc24)CCC3)c1	0	-27	11	x	-4	-2	1.2	-9	x

# 2 entries from above, with each value named:
mol: Cc1c(NC(=O)c2ccc([N+](=O)[O-])o2)cccc1-c1nc2ncccc2o1
  OXTR potentiate: -14 | CHO parental Ca: -15 | CHO-K1 Ca PAM: -24 | TAAR1 antagonist: 13 | M1 ag: -4 | M1 antag: 1 | CHO-K1 Ca ag: 0.8 | CHO-K1 Ca antag: 0 | TAAR1 agonist: 2

mol: Cc1oc2ccc(O)cc2c1C(=O)OC(C)C
  OXTR potentiate: 2 | CHO parental Ca: -13 | CHO-K1 Ca PAM: 8 | TAAR1 antagonist: -16 | M1 ag: -5 | M1 antag: 0 | CHO-K1 Ca ag: -0.5 | CHO-K1 Ca antag: -10 | TAAR1 agonist: 0

# The results go on:
Compound	OXTR potentiate	CHO parental Ca	CHO-K1 Ca PAM	TAAR1 antagonist	M1 ag	M1 antag	CHO-K1 Ca ag	CHO-K1 Ca antag	TAAR1 agonist
O=C(NCC1CCCO1)C1CCN(S(=O)(=O)c2cccnc2)CC1 (stereo not given)	-5	2	-9	-3	-1	2	0.2	7	7
O=C(NCCc1ccccc1)C1CC(=O)N(C2CCCC2)C1 (stereo not given)	2	-16	-12	-3	-2	0	0.2	-5	1
COc1cc(C(=O)NCC2(N(C)C)CCCCC2)ccc1OCc1ccccc1	-5	-10	-7	-15	-11	-9	0.6	-10	9
CC[C@]12C(=O)N(C)C[C@H]([C@@H]3C(=O)N(C)C(=O)[C@@H]31)N2C(=O)c1ccc(Cl)c(Cl)c1	x	x	0	x	-5	-12	0.0	-2	x
COc1cc2c(cc1NC(=O)CSc1ccc(Cl)cc1)oc1ccccc12	4	-3	10	-24	-6	4	0.0	10	1
Cc1noc(C)c1C(=O)NCC(=O)Nc1ccccc1Br	-8	0	5	5	0	-8	0.1	-12	2
N/C(=N\c1nc2c(c(=O)[nH]1)CCC2)Nc1ccccc1C(F)(F)F	4	3	3	-15	-2	-16	-0.1	-11	6
CCc1ccccc1NC(=O)c1ccc(NS(C)(=O)=O)cc1	-9	-5	-11	15	-6	0	-0.1	11	2
CN(CC(=O)Nc1ccc(N2CCOCC2)cc1)C(=O)CCNC(=O)c1ccc(Br)cc1	-10	-12	-1	-7	-3	-9	0.1	-8	1
COCCCn1c(C)cc(C(=O)COC(=O)C23CC4CC(CC(O)(C4)C2)C3)c1C	x	x	4	-4	-1	-8	0.3	3	1
COC(=O)c1cc(Cl)ccc1NCC(N)c1ccccc1 (stereo not given)	x	x	12	-10	4	4	7.2	0	36
Cc1c(NC(=S)NC(=O)c2ccco2)c(=O)n(-c2ccccc2)n1C	3	-6	13	0	-10	-5	0.7	1	2
O=C(NCc1cccnc1)C(=O)N/N=C/c1ccc([N+](=O)[O-])cc1	7	-4	20	-17	-6	-6	-0.4	-15	9
Cc1cc2c(c(N)n1)c(=O)oc1ccccc12	-1	-12	-7	-28	-3	-2	0.9	10	-1
COC(=O)N/N=C/c1cn(Cc2ccccc2Cl)c2ccccc12	-6	-11	4	-1	-8	-7	3.8	-6	1
CC(O)CNC1c2ccccc2CC1O (stereo not given)	x	x	3	1	-1	-4	0.8	-4	1
CCOC(=O)C1=C(N)n2c(s/c(=C\c3cccnc3)c2=O)=C(C(=O)OC)C1c1cccnc1 (stereo not given)	-16	-18	15	-1	-1	1	0.8	-8	0
CC(C)C[C@H](NC(=O)c1[nH]cnc1C(=O)N[C@@H](Cc1ccccc1)C(=O)OC(C)(C)C)C(=O)OCc1ccccc1	-6	-19	-1	13	-3	2	1.3	-11	0
CCOC(=O)C1=C(COC(=O)CNS(=O)(=O)c2ccc(C)cc2)NC(=O)NC1C (stereo not given)	2	-4	25	-14	-4	-9	0.8	-15	0
CCOC(=O)c1[nH]cnc1C(=O)Nc1cccc(N)n1	-5	-21	4	-1	1	-3	0.4	-5	1
CCOC(=O)C1CCN(C(=O)c2sc3nc(C)nc(N4CCC(C)CC4)c3c2C)CC1	-2	-16	16	12	-8	-1	-0.5	-10	3
CCCCN(C(=O)c1ccc([N+](=O)[O-])s1)c1c(N)n(CCCC)c(=O)[nH]c1=O	3	-9	10	-27	-1	-8	-0.4	3	8
COCC(=O)Nc1cccc(-c2ccc3nncn3n2)c1	-1	0	3	-28	0	-4	0.2	-15	3
CCCCc1ccc(NC(=O)COC(=O)c2ccc3ncsc3c2)cc1	x	x	15	-10	-2	-13	0.2	-4	0
CC=CC1OCC(CC)C(CCC)O1 (stereo not given)	x	x	-18	-11	2	-15	0.1	4	13
O=C(NN1C(=O)C2C3C=CC(C3)C2C1=O)c1cccc(Cl)c1 (stereo not given)	-3	-8	14	-9	-4	-9	0.2	-4	2
O=C(Cc1cccs1)N1CCC(c2nc3c(nnn3Cc3ccccc3Cl)c(=O)[nH]2)CC1	-3	-34	8	10	-1	-24	0.5	-19	2
O=C(/C=C/Nc1ccc(F)cc1Br)c1ccccc1	5	-12	20	-36	-6	-12	0.3	-9	1
COc1cccc(NC(=O)N2CCCC2C(=O)NC23CC4CC(CC(C4)C2)C3)c1 (stereo not given)	-24	-13	3	6	-1	-1	2.0	-20	2
CCN(C(=O)COC(=O)c1cccnc1Nc1ccccc1F)C1CCS(=O)(=O)C1 (stereo not given)	0	-5	18	-32	-5	2	-0.1	0	2
COC(=O)c1sc(NC(=O)c2ccc(OC)cc2OC)nc1C	1	-1	14	13	-2	-2	0.1	-5	7
O=C1CC(c2ccccc2)CC(=NCCO)/C1=C(\O)CCCN1C(=O)c2ccccc2C1=O (stereo not given)	1	-7	0	-20	-5	-7	2.5	-16	1
COc1ccc(CC(N)c2csc(NC(=O)c3cccc(OC(F)(F)F)c3)n2)cc1 (stereo not given)	x	x	21	41	1	-17	1.4	-5	36
Cc1ccc2oc(C(=O)N3CCN(c4cccc(C)n4)CC3)c(C)c2c1	-8	-3	4	1	-2	-11	0.3	-10	5
O=C(NCCc1ccccc1)C(=O)NCC1OCCN1S(=O)(=O)c1cc(F)ccc1F (stereo not given)	-2	-15	1	43	2	-3	5.4	-6	52*
O=C(Nc1ccc(Cl)cc1)Nc1nnc(Cc2ccc([N+](=O)[O-])cc2)s1	-7	-4	9	-20	-3	0	6.4	9	23
O=C1NC(CCc2ccccc2)C(=O)N1Cc1ccccc1Cl (stereo not given)	-13	-7	19	6	3	-3	4.1	-14	9
O=C(Nc1nnc(SCc2ccccc2F)s1)C1=COCCO1	-4	-14	-8	6	-4	8	17*	10	2
COc1ccc(S(=O)(=O)Nc2nc3ccccc3nc2NCC2CCCO2)cc1 (stereo not given)	-4	-15	16	-25	-2	-1	0.6	-8	4
CCOC(=O)C(Sc1nnc(-c2ccncc2)o1)C(C)=O (stereo not given)	-2	3	-5	0	-4	8	0.0	9	7
O=C(COC(=O)c1cccnc1Cl)NC(=O)NC1CCCCC1	-3	-21	22	3	2	-17	1.4	-15	1
O=C(NCCCN1CCC(Cc2ccccc2)CC1)C1CCN(S(=O)(=O)N2CCC3(CC2)OCCO3)CC1	2	-18	19	4	-15	1	0.2	-12	4
O=C(NNC(=O)C1CC1)c1cc2cc3ccccc3nc2s1	-7	5	-7	-10	-5	2	-0.4	10	2
O=C(/C=C/c1ccccc1Cl)NC(=S)Nc1ccccc1C(=O)NC1CCCCC1	-2	-3	21	-10	0	10	0.8	-10	9
O=C(Cc1ccc([N+](=O)[O-])cc1)NCc1ccccn1	-15	6	6	12	-12	-3	0.0	-7	9
CN(C)c1ncnc2c1ncn2-c1ccccc1	x	x	14	-11	-1	-8	-0.3	0	5
COc1ccc(C(=O)OCCN2CCOCC2)cc1OC	-11	-19	12	5	-3	-23	0.5	-2	8
NC(=O)COc1ccc(-c2noc(COc3ccccc3[N+](=O)[O-])n2)cc1	-2	1	7	-20	-2	-2	1.1	-10	8
Cc1ccc(C)c(-c2[nH]ncc2CN2CCCC(CO)(Cc3ccccc3C)C2)c1 (stereo not given)	-1	-5	-6	-21	-6	0	1.9	-16	3
Cn1c(N2CCCC2)nc2c1c(=O)n(Cc1ccc(Cl)cc1)c(=O)n2C	-9	-21	-6	1	-3	8	-0.4	23	13
COc1ccc(NC(=O)CSc2nnc(Cn3nnc4ccccc43)n2C)cc1	0	-15	20	19	-6	-3	0.5	-13	10
